Bioassay records from PubChem BioAssay.
RmlC RmlD mix – RmlC and RmlD coupled enzyme inhibitors, primary screen, biochemical, 384-well, compound mixtures, retest; AID 1532, 2009; RmlC/RmlD coupled enzyme inhibition, 384-well mixture HTS; inhibition, % at 5.5 µM; 0.39% of 110,000 active; in the data active = inhibition above about 30%, passing the limit was not always enough; also: strong numbers were not always called active
RT RNaseH block – HIV-1 RT RNase H inhibitors, primary screen, biochemical, fluorescence | Gag-Pol polyprotein (Human immunodeficiency virus type 1 group M subtype B (isolate … | RT-RNase H RNA/DNA duplex cleavage | inhibition, % at 10 µM | 1.9% of 65,000 active; in the data active = inhibition above about 50%
* hit, by the source's call; . = no result given.

Below each compound – RmlC RmlD mix, RT RNaseH block
#1 Cc1ccc(Oc2ccccc2/C=C/C(=O)O)cc1
 : 1, .
#2 CCNC(=S)N1CCC(c2nc3ccccc3s2)CC1
 : 2, .
#3 O=C(NC(=S)Nc1ccc(Oc2ccc(Cl)cc2)cc1)c1ccccc1
 : 7, .
#4 COc1ccc(-c2nc(CCNC(=O)c3ccc(Br)o3)cs2)cc1
 : 5, .
#5 CCn1c(NCc2c[nH]c3ccccc23)nc2ccccc21
 : 69, -4
#6 O=C(CSc1nnc(-c2ccco2)n1-c1ccccc1)N1CCN(C(=O)c2ccco2)CC1
 : -6, -10
#7 CCn1ccc(C(=O)Oc2ccc(C(C)C)cc2)n1
 : 7, 6
#8 CCOC(=O)CNC(=O)CSc1nc(Cc2cccs2)nc2ccccc12
 : 15, .
#9 Cc1ccc(Nc2cc(C)nn2-c2nc(C)cc(=O)[nH]2)cc1
 : -1, 16
#10 COc1ccc(C2C(C(=O)N3CCCCC3)c3ccccc3C(=O)N2C)cc1 (stereo unspecified)
 : 4, -7
#11 Cc1noc(C)c1S(=O)(=O)Nc1ccc(C(=O)O)cc1
 : -13, -17
#12 CCc1c(C)nc(N)n2c(SCC(=O)N3CCCC(C)C3)nnc12 (stereo unspecified)
 : 8, 3
#13 CCOC(=O)Cn1c(=O)c(-c2ccccc2NCc2ccccc2)nc2ccccc21
 : 54, .
#14 COC(=O)c1[nH]c(C)c(/C(O)=C2\C(=O)C(=O)N(CCN(C)C)C2c2cccs2)c1C (stereo unspecified)
 : 11, .
#15 CCN1C(=O)c2ccccc2Sc2ccc(C(=O)NCCN3CCOCC3)cc21
 : ., 1
#16 Cc1sc2ncn(CC(=O)N3CCC4(CC3)OCCO4)c(=O)c2c1C
 : 11, -16
#17 COC(=O)c1[nH]c2ccc(C)cc2c1NC(=O)C1=COCCO1
 : 14, 1
#18 CC(C)CC(N)c1cn([C@@H](CCC(=O)O)C(=O)N2CCNCC2)nn1 (stereo partly specified)
 : -15, .
#19 CN1C(=O)c2oc3ccccc3c(=O)c2C1c1ccncc1 (stereo unspecified)
 : 21, 3
#20 Cc1cc(-c2csc(NC(=O)c3ccc(=O)n(C)n3)n2)c(C)n1CC1CCCO1 (stereo unspecified)
 : 5, 13
#21 Cc1cn(Cc2ccccc2)c(=O)[nH]c1=O
 : 4, .
#22 Nc1ccc(Cl)c(-c2nc3ncccc3o2)c1
 : ., -1
#23 CCCc1cc(C(=O)N2CCN(C(c3ccccc3)c3ccccc3)CC2)no1
 : 2, 1
#24 O=c1c2cc(N3CCOCC3)ccc2[nH]c(=S)n1Cc1ccco1
 : -49, 55*
#25 O=C(CCN1C(=O)COc2ccccc21)NCCN1CCN(c2cccc(Cl)c2)CC1
 : 10, -4
#26 N#CCCN(Cc1cccnc1)C(=O)c1ccc(S(=O)(=O)N2CCOCC2)cc1
 : -12, -1
#27 O=C(O/N=C1\CCCCC1c1ccc([N+](=O)[O-])cc1[N+](=O)[O-])c1c(F)cccc1F (stereo unspecified)
 : -5, .
#28 O=C(NCc1ccco1)c1csc2c1CCCCC2
 : -10, -7
#29 CC1CC(C)CN(CCCNC(=O)C2CCN(S(=O)(=O)N3CCCCC3)CC2)C1 (stereo unspecified)
 : -2, 3
#30 Cc1ccc(C(=O)/C=C/c2ccc(Br)cc2)o1
 : 2, .
#31 Cc1ccc2c(CC(=O)OC3CCOC3=O)coc2c1 (stereo unspecified)
 : -2, -6
#32 O=C(Nc1ccc(S(=O)(=O)N2CCOCC2)cc1)c1ccc(Cl)cc1
 : 7, -42
#33 CC(C)C12CCC(C(=O)O)C(C1)C(=O)O2 (stereo unspecified)
 : ., -4
#34 Cc1ccccc1NC(=S)NC(NC(=O)c1ccccc1C)C(Cl)(Cl)Cl (stereo unspecified)
 : -5, .
#35 CC1CCCC(NC(=O)c2ccc(CNc3c(N4CCCC4)c(=O)c3=O)cc2)C1C (stereo unspecified)
 : 11, 5
#36 CC1CC(C)CN(CC(C)(C)NS(=O)(=O)c2ccccc2)C1 (stereo unspecified)
 : -23, -2
#37 Cc1ccc(-n2ncc(C(=O)N3CCc4ccccc4C3)c2NC(=O)c2ccco2)cc1C
 : -7, 2
#38 N#CC(=C1CCCC1)c1nc(-c2ccccc2)cs1
 : 7, .
#39 O=C1C2CCCN2C(c2ccccc2)N1c1cccc(Cl)c1 (stereo unspecified)
 : 7, -22
#40 CCOC(=O)c1ccc(NC(=S)NC2CC(C)(C)NC(C)(C)C2)cc1
 : 7, .
#41 CCc1cccc(C)c1N(C(=O)Cn1c(=O)[nH]c2ccccc21)C(C)COC (stereo unspecified)
 : -14, 5
#42 CCCCN(CC)CCCNC(=O)Cn1nc(Cc2cccnc2)c2ccccc2c1=O
 : 7, .
#43 O=C(CN1CCN(CCOCCO)CC1)N1c2ccccc2Sc2ccc(Cl)cc21
 : -3, -19
#44 O=C(CN1CCN(c2ccc(Cl)cc2)CC1)Nc1ccc(F)cc1
 : -5, 0
#45 CC(=O)c1cc2c(cc1NC(=O)CCc1ccccc1)OCO2
 : -23, -25
#46 CC1(C)CC(=O)C(C=NCCc2ccc(S(N)(=O)=O)cc2)=C(O)C1
 : 8, -9
#47 CC1S/C(=C(\C#N)C(N)=O)N(c2ccc(F)cc2)C1=O (stereo unspecified)
 : -3, 9
#48 Cc1ccc(SC(=O)COc2ccc(C)c(C)c2)cc1
 : -6, .
#49 Cn1c(=O)[nH]c(=O)c2c1nc(CN1CCN(c3cccc(Cl)c3)CC1)n2CCN1CCOCC1
 : -13, -22
#50 Cc1cccnc1Sc1c([N+](=O)[O-])ncn1C
 : 10, .
#51 COc1ccc(N2C(=O)[C@@H]3[C@H](C2=O)[C@H]2c4ccccc4C=CN2[C@@H]3C(=O)Nc2ccccc2)cc1
 : 44, .
#52 Cc1ccc(C2=[N+]([O-])C(C)N(O)C2(C)C)o1 (stereo unspecified)
 : 11, .
#53 COC(=O)c1ccccc1NC(=O)Cn1cnc2cc(C)c(C)cc21
 : -16, -22
#54 CC(Sc1nnc(N)s1)C(=O)Nc1ccc(N2CCOCC2)cc1 (stereo unspecified)
 : -20, .
#55 C=CCn1c(SCC(=O)NC23CC4CC(CC(C4)C2)C3)nc(O)cc1=O
 : -9, 4
#56 CCCC1Cc2c(sc3nc(SC)nc(N)c23)CO1 (stereo unspecified)
 : 15, -2
#57 COc1ccc(C2OC(=O)CC2C(=O)NC2CCCCCC2)cc1OC (stereo unspecified)
 : 8, -6
#58 COc1cc(C(=O)NCc2ccco2)cc(OC)c1OC
 : -14, -3
#59 CCCOc1ccc(C(=O)NNC(=S)NC(C)=O)cc1
 : -13, .
#60 CC(C)NC(=O)c1ccccc1N(Cc1ccccc1)S(C)(=O)=O
 : 15, .

3 entries from above, with tabs:
No.	compound	RmlC RmlD mix	RT RNaseH block
39	O=C1C2CCCN2C(c2ccccc2)N1c1cccc(Cl)c1 (stereo unspecified)	7	-22
40	CCOC(=O)c1ccc(NC(=S)NC2CC(C)(C)NC(C)(C)C2)cc1	7	.
37	Cc1ccc(-n2ncc(C(=O)N3CCc4ccccc4C3)c2NC(=O)c2ccco2)cc1C	-7	2

Returning to the listing, starting 3 compounds before the break.
Below each compound – RmlC RmlD mix, RT RNaseH block
#58 COc1cc(C(=O)NCc2ccco2)cc(OC)c1OC
 : -14, -3
#59 CCCOc1ccc(C(=O)NNC(=S)NC(C)=O)cc1
 : -13, .
#60 CC(C)NC(=O)c1ccccc1N(Cc1ccccc1)S(C)(=O)=O
 : 15, .
#61 CCn1c(-c2ccoc2C)n[nH]c1=S
 : -14, .
#62 CSc1ccc(C#N)cc1NC(=O)c1ccc(Cl)cc1
 : 8, .
#63 COc1ccccc1NC(=O)c1nn(C)cc1Br
 : 7, .
#64 COc1ccc(NC(=O)CSc2c(C)n[nH]c2C)cc1
 : 17, .
#65 COc1ccc(S(=O)(=O)N(C)c2ccc(C(=O)N3CCC(C(N)=O)CC3)cc2)cc1
 : -5, -8
#66 O=C(CSc1nnc2c(n1)[nH]c1ccccc12)Nc1ccc2c(c1)OCO2
 : -9, .
#67 c1ccc(Oc2ccc(-c3ccnc4nc(N5CCN(c6ccccc6)CC5)nn34)cc2)cc1
 : -10, .
#68 CC(=O)c1ccc(NC(=S)N2C(C)CCCC2C)cc1 (stereo unspecified)
 : -14, .
#69 CN1CCN(c2ccc(Cl)cc2NS(=O)(=O)c2ccccc2Cl)CC1
 : -19, -4
#70 COC(=O)c1ccc(CSc2nc3ccc(C)cc3[nH]2)o1
 : -8, .
#71 COCCOC(=O)c1c(C)n(C)c2ccc(OC(=O)c3cccs3)cc12
 : -10, -7
#72 COC(=O)c1cc(NS(=O)(=O)c2ccc3c(c2)CCC(=O)N3)cc(C(=O)OC)c1
 : 14, -9
#73 COc1ccc(C2c3sc(=O)[nH]c3SC3C(=O)N(c4ccccc4)C(=O)C32)cc1 (stereo unspecified)
 : 7, 5
#74 CC1(C)Cc2c(c(N3CCOCC3)nc3sc4c(NN)ncnc4c23)CS1
 : 8, .
#75 C=C1CCN(C(C(=O)OC)C(C)C)S(=O)(=O)c2ccccc21 (stereo unspecified)
 : -1, .
#76 CCOC(=O)c1sc2nc(C3CC3)cc(-c3ccc(F)cc3)c2c1N
 : -12, .
#77 COC(=O)c1cc(OC)c(OC)cc1NC(=O)c1cnccn1
 : -17, -24
#78 COCCn1nnnc1C(c1cc2cccc(C)c2[nH]c1=O)N1CCN(c2ccccc2F)CC1 (stereo unspecified)
 : -9, 1
#79 O=C(CSc1nnc2scc(-c3ccccc3)n12)N1CCCc2ccccc21
 : 16, -8
#80 CCOc1ccccc1C1CC(c2ccccc2)Nc2nc(N)nn21 (stereo unspecified)
 : 10, -12
#81 CCCCNC(=S)NNC(=O)c1csc2c1CCC(C)C2 (stereo unspecified)
 : 12, .
#82 COCc1nnc(SCC(=O)NCc2ccccc2)n1-c1ccccc1
 : 4, -10
#83 N#Cc1cc2c(nc1SCC(=O)Nc1ccc(Cl)cc1)C1CCN2CC1
 : 6, 2
#84 CCCCCCn1c(CN2CCN(C(=O)OCC)CC2)nc2c1c(=O)n(C)c(=O)n2C
 : 5, 1
#85 Cc1ccc(-c2nc(CSCC(=O)NCc3cccnc3)c(C)o2)cc1
 : 9, -7
#86 Cc1c(C(=O)O)oc2ccc(S(=O)(=O)NCCC3=CCCCC3)cc12
 : 4, 6
#87 Cc1c(C(=O)NCc2cccnc2)oc2ccc(S(=O)(=O)N3CCCCC3)cc12
 : 7, 2
#88 CCOc1cc(S(=O)(=O)NCc2ccc(OC)cc2)c(OCC)cc1-n1cnnn1
 : 10, .
#89 Cc1cnc(C(=O)Nc2ccccc2-n2cccc2)cn1
 : 8, -8
#90 Cc1ccccc1-n1nnnc1SCc1csc(-c2ccccc2)n1
 : 11, -67

Random excerpt: seven records from the list.
Below each compound – RmlC RmlD mix, RT RNaseH block
#87 Cc1c(C(=O)NCc2cccnc2)oc2ccc(S(=O)(=O)N3CCCCC3)cc12
 : 7, 2
#64 COc1ccc(NC(=O)CSc2c(C)n[nH]c2C)cc1
 : 17, .
#70 COC(=O)c1ccc(CSc2nc3ccc(C)cc3[nH]2)o1
 : -8, .
#63 COc1ccccc1NC(=O)c1nn(C)cc1Br
 : 7, .
#72 COC(=O)c1cc(NS(=O)(=O)c2ccc3c(c2)CCC(=O)N3)cc(C(=O)OC)c1
 : 14, -9
#78 COCCn1nnnc1C(c1cc2cccc(C)c2[nH]c1=O)N1CCN(c2ccccc2F)CC1 (stereo unspecified)
 : -9, 1
#73 COc1ccc(C2c3sc(=O)[nH]c3SC3C(=O)N(c4ccccc4)C(=O)C32)cc1 (stereo unspecified)
 : 7, 5

(more compounds)
Below each compound – RmlC RmlD mix, RT RNaseH block
#91 COc1ccccc1OCCNc1nc2c(c(=O)n(C)c(=O)n2C)n1C
 : -15, .
#92 O=C(Oc1ccccc1N1C(=O)C2CCCCC2C1=O)c1ccc(Cl)cc1 (stereo unspecified)
 : 7, .
#93 CC1CCCN(C(=O)c2sc3cc([N+](=O)[O-])ccc3c2Cl)C1 (stereo unspecified)
 : -12, .
#94 O=C(CN(C(=O)CCC(=O)Nc1ccccn1)c1ccc2c(c1)OCCO2)NCCc1ccccc1
 : 2, -7
#95 Cc1cccc(Cn2c(N3CCCCC3C)nc3c2c(=O)[nH]c(=O)n3C)c1 (stereo unspecified)
 : -6, -9
#96 COCCNC(=O)c1cc2c(-c3ccc(Cl)cc3)nn(C)c2s1
 : 7, -21
#97 Cc1onc(-c2ccccc2Cl)c1C(=O)Nc1ccc2c(c1)OCO2
 : 8, 4
#98 CCOC(=O)c1c(C)c(C(=O)Nc2ccc3c(c2)OCO3)c(C)n1C
 : 9, 1
#99 COc1ccc(CC(=O)NCc2cccs2)cc1
 : 6, 0

The list is partial. The share of hits here may be higher or lower than overall.
